Compound activity from PubChem.
AMA1-RON2 inh = disrupts binding of P. falciparum AMA1 to RON2 | AlphaScreen AMA1-biotinylated RON2 peptide binding | Potency, µM (doses to about 58.2 µM), without a hit: top-dose activity change, negative = inhibition, hits mostly inhibitors | 360,000 tested, 0.2% active | AID 720542;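 note: potency is the fitted concentration of half-maximal effect; 0% = vehicle wells and -100% = peptide control; nearly all actives have a fitted effect of over 45% in size; some results filed as inactive show a strong effect at the top dose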
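AMA1 (3D7) with his tag at 25 nM final met compounds first, then biotinylated RON2 peptide at 25 nM; detection used donor plus acceptor beads, 10 µg/mL apiece, read by AlphaScreen after 30 min at room temperature.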
AmpC detergent = inhibitors of E. coli AmpC beta-lactamase with detergent; P00811; AmpC hydrolysis of nitrocefin, absorbance 480 nm, 0.01% Triton; Potency, µM (titrated, usually from 114 µM), for inactives: top-dose activity change, negative = inhibition, most hits filed as inhibitors; 370,000 tested, 0.041% active; AID 485294;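 note: potency is the fitted concentration of half-maximal effect; 0% = no-compound wells and -100% = no-enzyme wells; nearly all actives have a fitted effect of over 25% in size; some results filed as inactive show a strong effect at the top dose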
Target sequence (P00811 whole entry, looked up): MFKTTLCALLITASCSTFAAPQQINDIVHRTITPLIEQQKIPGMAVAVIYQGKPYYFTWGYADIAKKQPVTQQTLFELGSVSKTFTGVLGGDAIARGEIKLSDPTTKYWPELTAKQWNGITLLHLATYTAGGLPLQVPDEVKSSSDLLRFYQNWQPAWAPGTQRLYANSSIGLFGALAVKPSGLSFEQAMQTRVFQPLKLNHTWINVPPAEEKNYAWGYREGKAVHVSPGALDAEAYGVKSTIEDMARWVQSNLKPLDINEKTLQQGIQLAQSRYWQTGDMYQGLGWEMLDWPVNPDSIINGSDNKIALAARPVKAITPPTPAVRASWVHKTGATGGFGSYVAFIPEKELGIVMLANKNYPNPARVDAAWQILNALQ
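AmpC (5.3 nM in the dispensed reagent) in 20 mM phosphate pH 7.0 with 0.01% (detergent screen) or 0.0001% Triton X-100 was preincubated with compounds for 15 min at room temperature. Nitrocefin was then added from an 800 uM solution, and hydrolysis was followed at 480 nm.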
Sm TGR inh = blocks Schistosoma mansoni thioredoxin glutathione reductase; purified TGR, DTNB reduction, TNB absorbance 405 nm; Potency, µM (doses to about 114 µM), for the others: at the highest dose activity change, negative = inhibition, hits mostly inhibitors; 360,000 tested, 3% active; note: potency is the fitted concentration of half-maximal effect; nearly all actives have a fitted effect of over 60% in size
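TGR 20 nM + NADPH 100 uM (dispensed conc.), cpd preinc 15 min RT; start with NADPH (500 uM addition) then DTNB (15 mM addition). Kinetic TNB absorbance, 405 nm filter. Four-parameter Hill fit across titration.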
Tb PYK inh = T. brucei pyruvate kinase inhibition | Q57TT1 | TbPYK enzyme, Kinase-Glo Plus ATP luminescence, 45 min | Potency, µM (highest dose often 76.8 µM), for the others: top-dose activity, negative = inhibition, hits mostly inhibitors | 410,000 tested, 0.12% active | AID 624173; note: potency is the fitted concentration of half-maximal effect; nearly all actives have a fitted effect of over 50% in size
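T. brucei PYK with substrate was exposed to pin-transferred compounds across a concentration series, then started with 130 uM ADP (final). After 45 min at room temperature, Kinase-Glo Plus luminescence was read, normalized and curve-fitted.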
LmPK inh = LmPK (Leishmania mexicana) enzyme inhibition. Q27686. purified LmPK, Kinase-Glo ATP luminescence, 1 h. Potency, µM (titrated, usually from 57.5 µM), for inactives: top-dose activity change, negative = inhibition, most hits filed as inhibitors. 290,000 tested, 0.37% active; note: potency is the fitted concentration of half-maximal effect
Target sequence (Q27686 whole entry, looked up): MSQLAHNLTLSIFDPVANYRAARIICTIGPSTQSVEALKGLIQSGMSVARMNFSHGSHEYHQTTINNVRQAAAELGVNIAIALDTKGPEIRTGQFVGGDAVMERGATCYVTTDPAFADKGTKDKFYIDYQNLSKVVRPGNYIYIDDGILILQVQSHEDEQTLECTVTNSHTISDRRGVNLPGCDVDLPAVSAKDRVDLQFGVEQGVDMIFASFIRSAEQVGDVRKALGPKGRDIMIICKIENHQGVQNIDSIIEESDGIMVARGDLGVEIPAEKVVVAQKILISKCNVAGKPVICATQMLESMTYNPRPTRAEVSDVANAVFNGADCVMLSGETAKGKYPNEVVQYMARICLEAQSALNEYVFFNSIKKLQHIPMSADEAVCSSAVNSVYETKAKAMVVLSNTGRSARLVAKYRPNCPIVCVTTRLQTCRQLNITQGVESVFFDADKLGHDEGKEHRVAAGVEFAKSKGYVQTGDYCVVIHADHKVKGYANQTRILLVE
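Kinase-Glo luminescence read after 1 h RT reaction of 0.1 nM LmPK with 0.5 mM PEP and 0.1 mM ADP. Activity scaled between uninhibited and enzyme-free controls.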
HCMV inh = human cytomegalovirus inhibition. HFF cells, HCMV-luciferase reporter, 72 h; hits give low values. activity change, negative = inhibition, % at 57.5 µM. 410,000 tested, 4.5% active. AID 1259415; in the data active = activity change below about -60%; inconclusive = no clear call, values can overlap the other calls; inactive = above about -39%
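Luciferase read-out from HCMV-luciferase-infected HFFs (MOI 1 PFU/cell) 72 h post infection at 37C; compounds added after 16 h cell attachment; activity normalized between buffer-only basal and Salinomycin (10uM) inhibitor controls.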
AmpC no deterg = inhibitors of E. coli AmpC beta-lactamase without detergent. AmpC nitrocefin hydrolysis, absorbance 480 nm, 0.0001% Triton. Potency, µM (series often up to 57.1 µM), for the others: at the top dose activity change, negative = inhibition, hits mostly inhibitors. 330,000 tested, 0.52% active;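 note: potency is the fitted concentration of half-maximal effect; plate controls were no compound for no effect and no enzyme for full effect; nearly all actives have a fitted effect of over 20% in size; some results filed as inactive show a strong effect at the top dose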
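20 mM phosphate pH 7.0 + 0.01% (detergent screen) or 0.0001% Triton X-100; 5.3 nM AmpC reagent; cpd preinc 15 min RT; nitrocefin (800 uM stock) to start; A480 q20 s × 4 min; Activity was normalised to no-enzyme and no-compound control wells.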
Numbers without * were called inactive; ? = inconclusive; / = not tested or not shown; & = joins results of further samples; [ ] = another dose, or the depositor's remark. Unless noted, calls come from the whole dose curve; as a rule, active = well fitted curve in the direction sought with a large enough effect; inconclusive = small, poorly fitted or top-dose-only effect, or another doubt; inactive = no such curve, though single readings can be large; an effect the other way counts as inactive or inconclusive. Unless noted, % is set by controls: 0 for no effect and ±100 for the full control effect.

Fields: AMA1-RON2 inh	AmpC detergent	Sm TGR inh	Tb PYK inh	LmPK inh	HCMV inh	AmpC no deterg
1	CCOC(=O)CCNC(=O)N1CCCC(C(=O)c2cccc(OC(C)C)c2)C1 (stereo not drawn)
 : 15%	-7%	-4%	0%	0%	65	54%
2	Cc1ccc(NC(=O)c2ccc(F)c(S(=O)(=O)NCCc3ccccc3)c2)cc1F
 : /	12%	1%	2%	/	-75*	/
3	O=C1N[C@@H](Cc2ccccc2)C(=O)N2[C@H]1C[C@H]1c3ccccc3N(OOSc3ccccc3)[C@H]12
 : 0%	/	/	3%	/	-7	/
4	O=C(CSc1cccc2cccnc12)Nc1cc(C(=O)O)cc(C(=O)O)c1
 : -4%	-12%	-21%	-13%	0%	13	-10%
5	O=S(=O)(NCc1csc(-c2cccs2)n1)c1cccs1
 : -4%	4%	-1%	-14%	4%	7	-27%
6	CCN(CC)C(=O)C1=C(C)N(Cc2ccccc2)C(=O)C(CC(=O)NCc2ccco2)C1 (stereo not drawn)
 : 0%	/	/	-10%	/	-30	/
7	CCC(C)n1c(-c2cc(OC)c(OC)c(OC)c2)nc2nc3ccccc3nc21 (stereo not drawn)
 : /	2%	7%	/	5%	/	180%[activator]
8	Cc1ccc(N2CCN(c3nc4ccccc4c4nnc(C)n34)CC2)c(C)c1
 : /	0%	-3%	6%[15.4 µM]	/	0	/
9	COc1ccccc1NC(=O)N1C[C@@H]2C[C@@H](C1)c1cccc(=O)n1C2
 : 10%	?	-30%	-10%	-5%	22	-14%
10	CCC(=O)c1cn(CCOc2ccccc2OC)c2ccccc12
 : -3%	-11%	-15%	1%	3%	-6	-5%
11	NNC(=O)c1nc2ccccc2s1
 : 99%[activator]	/	/	1%	/	28	/
12	O=C(c1ccccc1)N1CCN(CC(O)COc2cccc3ccccc23)CC1 (stereo not drawn)
 : -2%	?	-13%	-2%	8%	-4	157%[activator]
13	COc1ccc(NC2CCCN(C(=O)c3cccc(N4CCNC4=O)c3)C2)cc1 (stereo not drawn)
 : -9%	-3%	-2%	-4%	2%	-32	-1%
14	CC1CCc2c(sc(NC(=O)COC(=O)c3ccc(NC(=O)CC#N)cc3)c2C#N)C1 (stereo not drawn)
 : -23%	?	-7%	-2%	/	-6	-59%
15	N#Cc1cc(-c2ccccc2)cnc1Sc1ccccc1
 : 50%[activator]	-10%	0%	-1%	4%	33	-25%
16	O=C(Cn1c(=O)cnc2ccccc21)N1CCN(S(=O)(=O)c2ccc(F)cc2)CC1
 : 1%	?	-1%	0%	/	-10	-15%
17	CC(C)CCn1c(=O)c2ccccc2n2c(COC(=O)c3ccc(S(=O)(=O)N(C)C)cc3)nnc12
 : /	-2%	-21%	/	-1%	/	-19%
18	CC1(C(=O)NS(=O)(=O)c2ccc(F)cc2F)CCN1C(=O)Cc1cccc2ccccc12 (stereo not drawn)
 : -2%	/	/	-9%	/	23	/
19	COc1cccc(N(Cc2nnc3n2CCCCC3)C(=O)Nc2ccccc2)c1
 : 4%	?	2%&6%	3%&4%	1%	?	-9%[11.4 µM]
20	CC1=C(c2cccc(Cl)c2)S(=O)(=O)NC1=NCc1ccccc1C
 : /	18%	21%	-5%	/	-23	/
21	CC1CCC(C(=O)NC(C(=O)NCc2cccnc2)C(C)C)CC1 (stereo not drawn)
 : -5%	-2%	17%	1%	0%	80	-4%
22	O=C(CN1CCSCC1)c1c[nH]c2ccccc12
 : 179%[activator]	?	-17%	1%	4%	87	-27%
23	COc1cccc(OC)c1C(=O)Nc1nnc(-c2cccs2)s1
 : -9%	-4%	-12%	-25%	0%	-16	-24%
24	COc1ncnc2c1ncn2CCCNCCN1CCOCC1
 : 3%	/	/	9%	/	-12	/
25	O=C(CCC(=O)OCC(F)(F)C(F)F)Nc1ccccc1F
 : 12%	6%	-3%	1%	-2%	-7	-17%
26	CCC(=O)n1nc(-c2ccc(OC)cc2)nc1SC
 : 4%	-14%	-22%	-7%	-9%	34	-13%
27	CC(C)(C)C(=O)NC1(C(F)(F)F)NC(=O)N(Cc2ccccc2)C1=O (stereo not drawn)
 : 9%	-9%	14%	-5%	-6%	7	18%
28	O=C(CC(Cc1ccccc1)C(=O)O)Nc1ccccc1 (stereo not drawn)
 : -1%	3%	-3%	0%	4%	0	-3%
29	N#Cc1c(-c2ccc(Cl)cc2)ccn2nc(CCC(=O)O)nc12
 : 0%	4%	-2%	15%	2%	55	/
30	COc1ccc(-c2cc3nc4n(c(=O)c3s2)CCC4)cc1
 : 1%	0%	2%	-3%	7.1µM*	-23	-31%
31	Cc1ccc(OCCSc2nnc(C)c(=O)n2N)cc1
 : -16%	-10%	8%	1%	2%	-26	-3%
32	COc1cc2nc(C3CCC3)nc(N3CCN(c4ccccn4)CC3)c2cc1OC
 : -22%	-9%	-1%	5%	0%	/	301%[activator]
33	O=Cc1ccc(O)cc1O
 : 22%	-13%	-20%	-7%	-11%	-2	-29%
34	COc1ccccc1C(=O)NC(=S)Nc1ccc(NC(=O)c2cccs2)cc1
 : 7%	-7%	-29%	-9%	2%	-67*	-11%
35	CCCn1c(NC(=O)CSCC(=O)Nc2cc(C)on2)nc2ccccc21
 : 70%[activator]	?	1%	-5%	/	-24	-11%
36	COc1ccc(CNC(=O)CN2N=C(c3ccccc3)CCC2=O)c(OC)c1
 : /	2%	1%	6%	/	-10	/
37	COc1ccc(N(CC(=O)N2CCC(Cc3ccccc3)CC2)S(C)(=O)=O)cc1
 : -3%	2%	0%	3%	0%	-25	141%[activator]
38	CC1(C)Cc2noc(N)c2C(C)(C)N1O
 : 1%	-7%	2.8µM*	0%	-3%	1	-10%
39	CCCOc1c(Br)cc(C(N)=O)cc1OCC
 : 0%	3%	/	6%	3%	?	4%
40	CCN(c1ccc(C)cc1)S(=O)(=O)c1nnc(NC(=O)c2cccs2)s1
 : /	12%	-5%	1%	/	16	/

Numbers 22 through 38 from above:
Fields: AMA1-RON2 inh	AmpC detergent	Sm TGR inh	Tb PYK inh	LmPK inh	HCMV inh	AmpC no deterg
22	O=C(CN1CCSCC1)c1c[nH]c2ccccc12
 : 179%[activator]	?	-17%	1%	4%	87	-27%
23	COc1cccc(OC)c1C(=O)Nc1nnc(-c2cccs2)s1
 : -9%	-4%	-12%	-25%	0%	-16	-24%
24	COc1ncnc2c1ncn2CCCNCCN1CCOCC1
 : 3%	/	/	9%	/	-12	/
25	O=C(CCC(=O)OCC(F)(F)C(F)F)Nc1ccccc1F
 : 12%	6%	-3%	1%	-2%	-7	-17%
26	CCC(=O)n1nc(-c2ccc(OC)cc2)nc1SC
 : 4%	-14%	-22%	-7%	-9%	34	-13%
27	CC(C)(C)C(=O)NC1(C(F)(F)F)NC(=O)N(Cc2ccccc2)C1=O (stereo not drawn)
 : 9%	-9%	14%	-5%	-6%	7	18%
28	O=C(CC(Cc1ccccc1)C(=O)O)Nc1ccccc1 (stereo not drawn)
 : -1%	3%	-3%	0%	4%	0	-3%
29	N#Cc1c(-c2ccc(Cl)cc2)ccn2nc(CCC(=O)O)nc12
 : 0%	4%	-2%	15%	2%	55	/
30	COc1ccc(-c2cc3nc4n(c(=O)c3s2)CCC4)cc1
 : 1%	0%	2%	-3%	7.1µM*	-23	-31%
31	Cc1ccc(OCCSc2nnc(C)c(=O)n2N)cc1
 : -16%	-10%	8%	1%	2%	-26	-3%
32	COc1cc2nc(C3CCC3)nc(N3CCN(c4ccccn4)CC3)c2cc1OC
 : -22%	-9%	-1%	5%	0%	/	301%[activator]
33	O=Cc1ccc(O)cc1O
 : 22%	-13%	-20%	-7%	-11%	-2	-29%
34	COc1ccccc1C(=O)NC(=S)Nc1ccc(NC(=O)c2cccs2)cc1
 : 7%	-7%	-29%	-9%	2%	-67*	-11%
35	CCCn1c(NC(=O)CSCC(=O)Nc2cc(C)on2)nc2ccccc21
 : 70%[activator]	?	1%	-5%	/	-24	-11%
36	COc1ccc(CNC(=O)CN2N=C(c3ccccc3)CCC2=O)c(OC)c1
 : /	2%	1%	6%	/	-10	/
37	COc1ccc(N(CC(=O)N2CCC(Cc3ccccc3)CC2)S(C)(=O)=O)cc1
 : -3%	2%	0%	3%	0%	-25	141%[activator]
38	CC1(C)Cc2noc(N)c2C(C)(C)N1O
 : 1%	-7%	2.8µM*	0%	-3%	1	-10%

(next part)
Fields: AMA1-RON2 inh	AmpC detergent	Sm TGR inh	Tb PYK inh	LmPK inh	HCMV inh	AmpC no deterg
41	COC(=O)CN(c1cccc(C(C)=O)c1)S(C)(=O)=O
 : -3%	-1%	50µM*	3%	-10%	-20	-7%
42	CCCNC(=S)NC1CC2CCC(C1)N2Cc1ccccc1 (stereo not drawn)
 : -1%	-13%	-11%	-2%	4%	-30	-27%
43	COc1ccccc1OCCNC(=O)Cc1ccc(S(=O)(=O)N2CCOCC2)s1
 : -14%	-2%	4%	4%	/	4	-16%
44	CCCCn1nnnc1C(c1cc2ccccc2o1)N1CCN(c2c(C)cccc2C)CC1 (stereo not drawn)
 : -2%	/	/	7%	/	?	/
45	COC(=O)/C=C1/N/C(=N\c2nc(C)cc(C)n2)N(c2ccccc2)C1=O
 : 7%	?	-18%	4%	-2%	?	-18%
46	COc1cc(/C=C(\CC(=O)O)c2nc3ccccc3s2)cc(OC)c1O
 : -12%	-7%	-24%	?	2%	78	-19%
47	O=C(Nc1cccc(-c2nc3cc(Cl)ccc3o2)c1)C1CCCO1 (stereo not drawn)
 : -2%	-7%	-23%	0%	1%	46	87%[activator]
48	Cc1c(Cl)cccc1NC(=O)c1cc(-c2cccs2)on1
 : /	-2%	0%	-1%	/	-4	/
49	Cc1sc2nc(CN3CCCC3)nc(N3CCC(C(N)=O)CC3)c2c1C
 : 1%	1%	-6%	-6%	-5%	-24	50%
50	CC1CCCC(NC(=O)CSc2ncccc2C(=O)O)C1C (stereo not drawn)
 : -9%	-4%	-23%	-5%	4%	-20	-19%
51	O=C(NCc1cccs1)c1cccc(Nc2nc3ccc(Br)cc3[nH]2)c1
 : -6%	-2%	4%	0%	9%	32	-35%
52	CCS(=O)(=O)c1nc(S(=O)(=O)c2ccc(C)cc2)c(NCc2ccccc2Cl)s1
 : /	24%	4%	4%	/	6	/
